Source: PubChem BioAssay (several laboratories)
Phagocyt inh: inhibitors of macrophage phagocytosis, primary screen, imaging, J774A.1 cells, IgG beads; J774A.1 macrophage IgG-bead phagocytosis; inhibition, % at 5 µM; 110,000 compounds, 0.07% hits;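 active means inhibition above the mean of the plate negative controls plus 5 SD, cut at about 13% in these data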;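 further: phagocytic index as fraction of beads internalized from green versus red external bead signal; plate controls were DMSO negative control for no effect and cytochalasin-D positive control for full effect; some results beyond the cut were filed as inactive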
NPY Y2 blocker: NPY-Y2 receptor antagonists, primary screen, cell-based. NPY-Y2 expressing cells, antagonist mode. inhibition, % at 2.7 µM. Neuropeptide Y receptor type 2 (Homo sapiens), P49146. 140,000 compounds, 0.99% hits; in the data active means inhibition above about 17%;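 further: 0% = vehicle with agonist challenge and 100% = reference antagonist with challenge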
Target sequence (P49146 whole entry, looked up): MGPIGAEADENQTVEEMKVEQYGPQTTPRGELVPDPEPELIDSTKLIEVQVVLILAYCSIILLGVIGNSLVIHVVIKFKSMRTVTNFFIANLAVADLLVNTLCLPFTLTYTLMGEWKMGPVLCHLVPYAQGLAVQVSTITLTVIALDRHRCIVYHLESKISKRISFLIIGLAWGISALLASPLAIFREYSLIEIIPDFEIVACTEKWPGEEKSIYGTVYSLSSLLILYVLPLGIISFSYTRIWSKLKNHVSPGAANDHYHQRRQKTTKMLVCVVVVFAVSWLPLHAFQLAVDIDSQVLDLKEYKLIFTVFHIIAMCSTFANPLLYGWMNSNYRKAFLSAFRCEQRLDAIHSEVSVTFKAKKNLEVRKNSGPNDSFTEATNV
GALR2 antag: GALR2 antagonists in receptor-expressing cells, primary screen; Galanin receptor type 2 (Homo sapiens), O43603; antagonist mode; inhibition, % at 4 µM; 140,000 compounds, 0.39% hits; AID 828, 2007; in the data active means inhibition above about 27%;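 further: cells stimulated with galanin 1-16 at roughly its EC80; 0% = agonist challenge control and 100% = basal control without agonist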
Target sequence (O43603 whole entry, looked up): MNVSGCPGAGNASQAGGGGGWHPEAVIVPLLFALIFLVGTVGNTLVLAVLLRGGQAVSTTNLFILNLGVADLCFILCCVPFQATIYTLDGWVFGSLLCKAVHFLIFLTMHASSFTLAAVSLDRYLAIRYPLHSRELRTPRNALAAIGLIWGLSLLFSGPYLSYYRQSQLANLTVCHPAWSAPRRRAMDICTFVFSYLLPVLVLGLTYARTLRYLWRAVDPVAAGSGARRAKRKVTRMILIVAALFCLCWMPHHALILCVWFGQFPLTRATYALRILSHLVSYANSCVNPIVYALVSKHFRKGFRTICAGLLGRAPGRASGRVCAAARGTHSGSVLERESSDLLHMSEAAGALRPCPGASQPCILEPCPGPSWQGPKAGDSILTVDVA
Yeast life ext: compounds extending yeast replicative lifespan, primary screen, S. cerevisiae, OD615. S. cerevisiae growth with nicotinamide; deaD strain in restrictive glucose medium. inhibition of the nicotinamide effect, % at 10 µM. 130,000 compounds, 0.68% hits. AID 775, 2007;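 active means inhibition above a set limit, placed 3 SD over the median of all compounds, cut at about 26% in these data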;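 further: 0% = nicotinamide-treated wells and 100% = cells grown without nicotinamide; some compounds called inactive have numbers as strong as hits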
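assay system = DeaD-strain S. cerevisiae | measured by = absorbance at 615 nm | probe or stimulus = nicotinamide 1.5 mM | buffer or medium = CSMM-D glucose medium, restrictive | times = 48 h at 30 °C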
MRP-1 activ: H69AR viability gain despite doxorubicin, primary screen, MRP-1 activator project, H69AR cells, CellTiter-Glo; viability increase, % at 10 µM; viability rescue; 140,000 compounds, 0.61% hits; AID 799, 2007;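 active means viability gain under doxorubicin at or above a set limit, the compound median plus 3 SD, cut at about 4.7% in these data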;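 further: MRP-1 overexpressing cells given doxorubicin 25 µM after compound pretreatment; 18-22 h compound pretreatment then 72 h with doxorubicin before readout; 0% = doxorubicin-only wells and 100% = vehicle-treated cells without doxorubicin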
Yeast growth inh: growth inhibitors of yeast BB579 in restrictive medium, primary screen, yeast lifespan-shortening project, S. cerevisiae. inhibition, % at 10 µM. OD615, 48 h. 140,000 compounds, 0.51% hits;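 active means inhibition above a set limit, 3 SD over the mean compound inhibition, cut at about 44% in these data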; further: inactives centre near -24
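System: DeaD yeast strain BB579; buffer or medium: CSMM-D dextrose restrictive medium; technique: OD at 615 nm; schedule: 4 h cell preincubation, 48 h compound exposure, 30 °C humidified; doses: single 10 µM dose; controls: amphotericin B 10 µg/mL, positive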
PTEN del growth: growth suppression of PTEN-null HCT116, primary screen, cell-based, CellTiter-Glo; HCT116 PTEN-null viability, 60 h; active compounds read low; viability, % at 10 µM; 140,000 compounds, 1.2% hits;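 active means viability at or below a set limit, 4 SD under the median of all tested compounds, cut at about 3.7% in these data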;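 further: PTEN knockout HCT116 line with beta catenin targeted HCT116 as companion control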
Measles CPE: compounds protecting cells from measles virus cytopathic effect, primary screen, measles RdRp inhibitor project, single point, MLSMR library, absorbance. Measles virus-infected cells, CPE protection. protection (pct of control), % at 4 µM. 140,000 compounds, 1.5% hits. AID 841, 2007; in the data active means protection mostly above about 24%, no sharp cut-off; inactive means mostly below about 26%; further: some compounds called inactive have numbers as strong as hits
E-sel TNF inh: E-selectin induction blockers in HUVEC – imaging, immunofluorescence, high content, primary screen; AID 1246, 2008; inhibition, % at 2 µM; 120,000 compounds, 0.71% hits; HUVEC TNFa-induced E-selectin immunofluorescence;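 active means inhibition above the batch mean plus 3 SD, and confirmed as a hit on visual image review, cut at about 43% in these data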;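 further: 0% = TNF-stimulated DMSO wells and 100% = unstimulated control wells; not every result past the cut was called active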
bCat KO growth: primary screen for growth suppressors in beta-catenin knockout HCT116 cells (colon tumor, human); AID 818, 2007; 140,000 compounds, 1.5% hits; viability, % at 10 µM; HCT116 beta-catenin knockout viability, CellTiter-Glo, 60 h; active compounds read low;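 active means viability at or under a set limit, the compound median less 4 SD, cut at about 6% in these data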;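 further: 0% = Hyamine 1622 control at 20 µM and 100% = untreated cell control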
Active calls of the source: *; nt = not tested or not shown.

SMILES | Phagocyt inh | NPY Y2 blocker | GALR2 antag | Yeast life ext | MRP-1 activ | Yeast growth inh | PTEN del growth | Measles CPE | E-sel TNF inh | bCat KO growth
O=C(COc1ccc(Cl)cc1)NCc1nnc(SCC(=O)NCc2ccc3c(c2)OCO3)o1 | -0.1 | 2.0 | 6.2 | 0.5 | 5.8* | -23.9 | 94.2 | 2.7 | nt | 94.0
COc1ccc(OC)c(-c2cc(C(=O)NCCCn3ccnc3)no2)c1 | 0.1 | -1.1 | -25.9 | -6.7 | -1.8 | -16.8 | 111.8 | 2.3 | nt | 100.6
CCc1nnc(NC(=O)CSc2nnc(-c3ccncc3)n2Cc2ccccc2)s1 | -1.0 | -1.3 | -9.5 | -8.2 | 0.2 | -19.3 | 94.3 | 11.4 | nt | 82.1
O=C(CSCCO)Nc1cc(C(F)(F)F)ccc1Cl | -2.8 | 4.6 | 2.2 | -11.6 | 0.1 | -23.5 | 101.8 | 7.2 | -22.5 | 104.7
CC(c1ccccc1)N1C(=O)NC(NC(=O)c2cccnc2)(C(F)(F)F)C1=O (centres undefined) | nt | 0.6 | -3.4 | nt | 0.0 | -5.7 | 101.1 | 4.5 | 4.6 | 91.2
O=C(c1ccc([N+](=O)[O-])cc1)N1CCc2ccccc2C1 | -2.5 | 0.4 | -7.0 | 9.8 | 0.2 | -34.9 | 94.9 | 1.8 | -20.9 | 98.7
O=C(Cc1ccc([N+](=O)[O-])cc1)N1CCN=C1SCc1ccccc1 | -0.4 | 3.4 | 5.9 | 1.7 | 2.4 | 0.9 | 75.7 | 12.9 | nt | 82.9
COc1cccc(C2CC(=O)Nc3c2c(=O)n(C)c(=O)n3C)c1OC (centres undefined) | -1.8 | 2.1 | -5.5 | -3.1 | -3.0 | -39.1 | 97.8 | 23.9 | -5.9 | 102.5
Cn1c(CCNC(=O)c2cccs2)nnc1SCC(=O)Nc1nc(-c2ccccc2)cs1 | 1.0 | 0.9 | -4.5 | -14.9 | -0.8 | -85.1 | 90.5 | 11.6 | -0.5 | 96.8
CCn1nnnc1SCC(=O)Nc1nnc(C(C)C)s1 | -1.1 | 3.4 | 7.7 | -7.9 | -0.7 | -35.7 | 104.5 | 15.2 | -6.7 | 95.4
Cc1nn(Cc2ccccc2)c2c1C(c1cccnc1)C(C#N)=C(N)O2 (centres undefined) | 0.3 | -0.6 | -13.5 | -6.5 | -0.2 | -26.9 | 80.7 | 0.6 | -32.0 | 84.0
CCOC(=O)CSc1nnc(CNC(=O)c2ccc(S(=O)(=O)N3CCCC3)cc2)n1C | nt | 0.3 | 4.1 | -18.6 | -1.1 | 0.2 | 94.7 | 19.5 | 7.7 | 94.6
COc1cc(C(=O)Nc2ccc3c(c2)OCCO3)c(-n2cnnn2)cc1OC | nt | 0.1 | -3.6 | -15.0 | 0.3 | 2.5 | 98.4 | 8.7 | -7.4 | 98.2
N#CC1=C(N)C(C#N)(C#N)[C@H](c2ccsc2)[C@H]2COCC=C12 | -0.6 | 6.2 | 2.5 | -4.3 | -1.2 | -51.1 | 71.7 | 11.7 | -8.3 | 71.6
COc1ccc(-c2nc3cccc(C)n3c2NCc2ccco2)cc1OC | -1.4 | 3.2 | -1.0 | -8.2 | -1.4 | -28.2 | 100.9 | 33.1 | nt | 83.0
O=C(O/N=C1/CCCc2occc21)c1ccccc1 | -0.2 | 5.7 | -6.9 | -7.4 | -0.6 | -10.9 | 107.0 | 6.2 | 14.6 | 97.9
COc1ccc(NCc2nc3ccccc3n2CCOc2ccccc2)cc1 | -1.3 | 0.1 | -6.7 | 55.8* | -3.4 | 22.2 | 85.8 | 17.4 | nt | 82.8
COc1cccc(OCC(=O)NNC(=O)c2cccs2)c1 | -1.4 | 7.8 | 4.8 | -6.0 | -2.7 | -7.8 | 97.9 | 1.0 | -23.6 | 91.5
Cc1cccc(NC(=O)CSc2nnc(NC(=O)CN3CCOCC3)s2)c1 | -0.6 | 2.6 | -18.0 | -6.4 | -1.1 | -2.2 | 85.1 | 5.6 | 6.6 | 89.8
COC(=O)Nc1nnc(-c2ccncc2)s1 | -0.7 | 0.4 | -1.9 | -19.4 | -3.5 | -28.6 | 101.5 | 3.3 | 17.5 | 91.9
Cc1cc(NCCCn2ccnc2)n2ncc(-c3ccc(Cl)cc3)c2n1 | nt | -5.8 | 10.1 | -26.8 | -7.6 | -9.9 | 4.5 | 21.6 | -6.2 | 8.1
CC(C)NCc1c(O)c(Br)cc2oc3c(c12)CCCC3 | -0.7 | 1.1 | -5.1 | 9.6 | -2.3 | -16.9 | 78.4 | 6.3 | -7.4 | 89.1
CCCCc1ccc(/C=C2\C(=O)c3ccccc3C(O)=C2C(=O)OCC)cc1 | 0.0 | 0.9 | 3.4 | 18.4 | -1.4 | -55.1 | 67.6 | 8.8 | 3.5 | 66.5
CCC(C)NC(=O)Cn1nc([N+](=O)[O-])c(Cl)c1C (centres undefined) | -0.1 | -2.3 | -3.9 | 0.3 | 0.0 | -55.0 | 98.5 | 19.1 | 2.8 | 106.2
CSc1nc(C)cc(C)c1C#N | nt | 0.6 | 7.3 | -29.6 | 0.1 | -38.8 | 96.2 | 7.7 | 21.9 | 89.6
O=C(Nc1cccc(-c2nc3cccnc3s2)c1)c1ccco1 | 3.8 | 3.9 | 14.6 | -29.3 | -2.6 | 22.0 | 85.3 | 4.1 | -9.1 | 98.2
Cc1ccc(/C=C/C(=O)Nc2cccc(S(=O)(=O)N3CCOCC3)c2)o1 | -1.2 | 1.1 | -12.3 | -1.2 | -2.9 | -38.5 | 85.8 | 16.3 | nt | 86.0
CCOc1ccccc1C(=O)NN1C(=O)CCC1=O | -2.2 | 0.3 | 10.0 | -2.8 | -3.4 | 13.5 | 105.0 | 18.4 | 6.7 | 99.2
COC(=O)c1[nH]c2ccc(Cl)cc2c1NC(=O)CN1CCc2cc(OC)c(OC)cc2C1 | -1.1 | 4.0 | -2.5 | -15.8 | -1.9 | -59.6 | 67.1 | 24.1 | -30.9 | 64.0
CCCNC(=O)c1n[nH]c(=O)c2ccccc12 | 0.1 | 0.2 | -7.4 | -19.2 | -2.0 | -1.5 | 98.5 | 8.1 | nt | 98.8
O=C(O)c1ccc(OCC(O)Cn2cnc3ccccc32)cc1 (centres undefined) | -2.7 | 0.3 | -7.3 | -4.3 | -0.3 | -8.7 | 108.2 | 13.0 | 13.9 | 95.9
CC(=O)Nc1c(-c2ccc(F)cc2)nc2ccccn12 | -0.4 | 0.0 | -5.1 | -6.2 | -1.7 | -4.7 | 96.5 | 2.1 | nt | 102.3
COc1cccc(/C=C/C(=O)OCC(=O)Nc2ccccc2Sc2ccccc2)c1 | -1.3 | 14.1 | -7.4 | 0.6 | -2.3 | -17.4 | 80.5 | 25.2 | 11.2 | 88.5
Brc1ccc(-c2csc(-c3ccncc3)n2)cc1 | -5.0 | 2.0 | 12.7 | -3.1 | -0.8 | -16.4 | 78.2 | 4.9 | nt | 68.2
COc1ccccc1-c1noc(-c2ccccc2C(=O)Nc2cccnc2)n1 | 0.4 | 4.4 | 7.3 | 3.2 | -2.4 | -15.8 | 95.6 | 2.0 | 6.3 | 97.0
Cc1ccccc1NC(=O)c1onc2c1CCCC2 | nt | 3.6 | -0.6 | -16.2 | 0.1 | 36.8 | 75.0 | 3.5 | -33.8 | 71.5
CSc1nnc2c(n1)OC(c1ccsc1)N(C(C)=O)c1ccccc1-2 (centres undefined) | -0.6 | -0.3 | -0.8 | -17.0 | -3.7 | -3.8 | 98.8 | 3.3 | -17.2 | 98.6
Cc1cc(N(C)C)c(C#N)c(N2CCCCC2)n1 | -0.6 | 0.7 | -1.6 | -10.3 | -0.5 | -5.9 | 91.8 | 12.4 | nt | 98.9
Nc1ccc(C23CC4CC(CC(O)(C4)C2)C3)cc1 | -0.7 | 0.2 | -5.5 | -13.0 | -1.0 | -13.0 | 94.8 | 11.0 | -20.0 | 92.7
CCC(C)c1ccccc1NC(=O)C1CCCO1 (centres undefined) | nt | -3.3 | 10.0 | -6.0 | 0.8 | 28.3 | 100.5 | 21.0 | 20.6 | 93.3
Cc1ccc(NS(=O)(=O)c2cc(C(=O)NCc3ccccn3)ccc2Cl)cc1C | -0.6 | 5.2 | -2.6 | -18.3 | -3.9 | -60.4 | 69.6 | 3.6 | -40.2 | 60.0
N#Cc1c(NC(=S)NC(=O)c2ccccc2)sc2c1CCCC2 | 1.3 | 1.3 | 10.5 | 8.1 | 0.5 | -29.6 | 102.8 | 8.7 | nt | 94.9
CCn1c(=O)cc(OCC(=O)Nc2ccc3c(c2)OCCO3)c2ccccc21 | -1.3 | 3.1 | 9.5 | -4.5 | -1.5 | -67.7 | 113.8 | 4.5 | -33.8 | 100.3
O=C(NCC1CCCO1)Nc1ccccc1 (centres undefined) | -0.3 | 1.7 | 0.0 | -8.3 | -0.6 | -22.6 | 98.5 | 4.1 | -0.3 | 97.0
CCOC(=O)/C(=C\c1cccc(O)c1)c1nc2sc(C)c(C)c2c(=O)[nH]1 | -3.4 | 2.1 | 5.2 | -0.6 | -4.0 | 4.7 | 52.0 | 7.4 | 40.2 | 58.4
CCC1Nc2ccccc2-c2nnc(SC)nc2O1 (centres undefined) | -0.8 | 1.0 | -3.2 | -15.0 | -1.0 | -33.6 | 90.3 | 7.8 | 14.8 | 89.2
CC(/C=N/NC(=O)c1ccc2nc(C)[nH]c2c1)=C\c1ccccc1 | -0.2 | 2.6 | 6.2 | 3.5 | -5.1 | 2.5 | 68.3 | 2.7 | nt | 69.3
CCOC(=O)C(=NC(C)C)NNc1cc(Cl)ccc1Cl | -9.4 | 3.2 | 8.4 | -9.0 | -0.8 | -26.0 | 89.9 | 22.9 | nt | 85.8
CS(=O)(=O)N1CCCC(C(=O)NCc2ccc(F)cc2)C1 (centres undefined) | -3.2 | 2.1 | 5.0 | 9.2 | 0.7 | -31.5 | 112.5 | 4.3 | -46.9 | 103.0
COC(=O)N/N=C/c1cc(Cl)c(OCc2ccc(F)cc2)c(OC)c1 | -4.8 | 1.0 | -7.6 | -3.8 | -2.5 | -28.8 | 87.8 | 6.4 | nt | 87.4
N/C(=N/O)c1nc(N2CCCCC2)nc(N2CCCCC2)n1 | nt | 2.2 | -0.9 | -14.1 | -3.4 | -18.2 | 92.1 | 5.0 | 4.5 | 96.5
O=C(N1CCOCC1)N1CCN(Cc2ccccc2)CC1 | -0.3 | -2.4 | 3.0 | 1.3 | -0.4 | -41.3 | 97.8 | 4.3 | nt | 93.9
